Assay outcomes from PubChem BioAssay.
UTI89 phage lysis – inhibition of K1F phage lysis, E. coli UTI89, bacterial capsule biogenesis inhibitors, alamar blue (AID 488966) | E. coli UTI89 K1F phage lysis, alamar blue, 2 h; higher % means a stronger effect | inhibition, % at 100 µM, or IC50 in µM where a hit was titrated | actives 0.02% (n = 340,000);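 active = phage lysis inhibition, versus mean bacterial control, above a set limit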;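 also: capsule biogenesis inhibitors block K1F phage lysis so surviving cells raise fluorescence; higher fluorescence means more inhibition of phage lysis; actives were called in the ten point dose series up to 300 µM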
Autophagy mod – autophagy modulators in MEF cells, primary screen, imaging, high-content, MEF GFP-LC3; MEF GFP-LC3 puncta imaging; test concentration mostly 10 µM; calls only at 10 µM (by protocol); actives 0.98% (n = 190,000);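 active = percentage of spot-positive cells more than 3 SD above its plate mean, without a fluorescence outlier flag or 80% toxicity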;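 also: spot-positive cell cutoff set from DMSO-treated cells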
ER stress rescue – rescue of cells from ER stress-induced death, primary screen, 384-well, CSM14.1, thapsigargin, ATP luminescence (AID 1222) | 190,000 tested, under 10 active | cellular ATP content (survival), % at 20 µM, or EC50 in µM where a hit was titrated | CSM14.1 thapsigargin-induced death rescue, ATP luminescence; higher % means a stronger effect;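 active = EC50 below 50 µM in the dose-response confirmation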;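 also: death triggered by thapsigargin at about 15 µM added after 2 h compound pretreatment; cell ATP read after overnight thapsigargin exposure of roughly 18 to 22 hours; normalized against plate controls of thapsigargin alone and 5% DMSO vehicle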
bCat nuc transl – modulators of beta-catenin nuclear translocation, primary screen, imaging, HeLa cells, immunofluorescence, high-content; actives 0.3% (n = 190,000); nuclear translocation activity, % at 5 µM;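 active = nuclear translocation activity above 50% at 5 µM, with a well cell count of 50 or more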;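 also: per-cell ratio of nuclear to cytoplasmic median beta-catenin stain intensity; plate controls were DMSO negative control for no effect and GSK-3 inhibitor IX positive control for full effect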
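System: Human HeLa cells, endogenous beta-catenin | Compound dosing: 5 µM primary, 0.02–20 µM confirmation | Timing: 24 h compound exposure at 37°C, 5% CO2 | Measured by: Fluorescence imaging of beta-catenin antibody stain plus DAPI | Read-out basis: % activation of per-cell nuclear versus cytoplasmic median beta-catenin signal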
P. falciparum M17LAP – P. falciparum M17LAP inhibitors, primary screen, biochemical, fluorogenic H-Leu-NHMec substrate, 1536-well (AID 1619). inhibition, % at 30 µM, or IC50 in µM where a hit was titrated. actives 0.38% (n = 220,000). recombinant M17LAP, H-Leu-NHMec fluorogenic kinetic assay; higher % means a stronger effect. Leucine aminopeptidase (Plasmodium falciparum (isolate 3D7));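 active = compound inhibiting the enzyme by more than half at any dose during confirmatory dose-response retesting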;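 also: plate controls were full reaction with DMSO carrier for no effect and no enzyme background for full effect; strong numbers were not always called active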
MT stabilize HCS – microtubule stabilizers in HeLa cells, primary screen, imaging, high-content imaging | HeLa tubulin immunostaining HCS, 24 h; share of cells brighter than vehicle mean+2SD | % tubulin-high responders, % at 10 µM | actives 0.83% (n = 200,000) | AID 2205, 2009;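 active = plate Z-score above 3 for both tubulin-high and condensed-nucleus cell shares, with cell loss under 80%, at 10 µM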;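 also: anti alpha tubulin signal scored within the nucleus-defined area of each cell; some results filed as inactive read as strong as hits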
Dynein transport – inhibitors of GR-EGFP nuclear translocation, primary screen, dynein cargo transport inhibitor project, imaging, high-content, 3617.4 mouse cells; test concentration mostly 20 µM; stimulated with dexamethasone, 1 µM; hits give low values; AID 1381, 2008; actives 0.47% (n = 220,000); z-score, hits read low;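 active = plate z-score of nuclear minus cytoplasmic receptor signal below a set negative limit, without overly bright fluorescence or cell loss, cut at about -3.5 in these data, passing the limit was not always enough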;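 also: z-score of nuclear minus cytoplasmic ring GR-EGFP intensity difference per well; some compounds called inactive have numbers as strong as hits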
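Also added: dexamethasone, 1.0 µM final. Medium: tet-free, stripped-serum medium. Detection: fixed, Hoechst-stained cells imaged at 10x for EGFP. Read-out: nuclear-to-cytoplasmic GR-EGFP distribution per well. Times: induction 48 h, compound 1 h, agonist 30 min.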
Insulin prom up – insulin promoter activators in MIN6 cells, imaging, high-content screening, mouse beta cells | MIN6 insulin promoter-GFP reporter; hits give high values | z-score at 5 µM | actives 0.3% (n = 190,000);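 active = z-score above 3 at 5 µM with at least 500 cells counted in the well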
M1AAP inhibition – P. falciparum M1AAP inhibitors, biochemical, fluorogenic H-Leu-NHMec substrate, 1536-well (AID 1445); Aminopeptidase N (Plasmodium falciparum (isolate 3D7)); recombinant M1AAP, H-Leu-NHMec fluorogenic kinetic assay; higher % means a stronger effect; inhibition, % at 30 µM, or IC50 in µM where a hit was titrated; actives 0.42% (n = 220,000);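 active = primary inhibition above the hit cutoff, then over 50% inhibition at one or more dose response concentrations, cut at about 23% in these data, passing the limit was not always enough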;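 also: plate controls were DMSO full reaction for no effect and no enzyme background for full effect; strong numbers were not always called active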
Dynein transport cytoplasmic EGFP – also measured in Dynein transport; calls as there; z-score; measured here: cytoplasmic GR-EGFP intensity; hits give high values
Dynein transport nuclear GR-EGFP – also measured in Dynein transport; calls as there; z-score; measured here: nuclear GR-EGFP intensity;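 lower value marks the stronger effect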
Dynein transport cell count – also measured in Dynein transport; calls as there; z-score; measured here: cell count per field
Insulin prom up cell count – second read-out of Insulin prom up, no call of its own (marks repeat the call); cell count; measured here: cytotoxicity, nuclei count;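 total cells summed across four imaged fields per well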
bCat nuc transl cell count 5 µM – further read-out of bCat nuc transl, marked with its call; cell count; measured here: cell count, cytotoxicity flag
MT stabilize HCS Hoechst-high % – also measured in MT stabilize HCS; calls as there; % Hoechst-high responders; measured here: nuclear condensation Hoechst responders;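 share of cells brighter than vehicle mean plus two SD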
MT stabilize HCS cytotoxicity % – further read-out of MT stabilize HCS, marked with its call; toxicity, %; measured here: cytotoxicity by cell density;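 0% = mean cell density of plate MIN control wells and 100% = no cells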
Autophagy mod cell loss 18 h – recorded beside Autophagy mod, whose call it bears; toxicity, %; measured here: cell loss, nuclei count;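 cell loss after 18 h compound exposure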
* marks the source's active call; other numbers are inactive results; [ ] = dose if it differs, or a comment.

`CC(=O)Nc1ccc(NC(=O)C(C)OC(=O)c2ccc(C)s2)cc1` (stereo unspecified) gave UTI89 phage lysis 1.1%, Autophagy mod inactive, ER stress rescue -1.1%, bCat nuc transl -2.7, P. falciparum M17LAP 6%, MT stabilize HCS 5.9, Dynein transport 2.2, Insulin prom up 0.12, M1AAP inhibition 8%, Dynein transport cytoplasmic EGFP -0.12, Dynein transport nuclear GR-EGFP 1.3, Dynein transport cell count -1.3, Insulin prom up cell count 1493, bCat nuc transl cell count 5 µM 1016, MT stabilize HCS Hoechst-high % 1.9, MT stabilize HCS cytotoxicity % 7.2 and Autophagy mod cell loss 18 h -23.
COC(CNC(=O)c1cnn2c(C)c(Cc3ccccc3)c(C)nc12)OC was read as UTI89 phage lysis -0.2%, Autophagy mod inactive, ER stress rescue -0.7%, bCat nuc transl -0.8, P. falciparum M17LAP -44%, MT stabilize HCS 2.6, Dynein transport -0.00027, Insulin prom up -0.01, M1AAP inhibition 0%, Dynein transport cytoplasmic EGFP -0.25, Dynein transport nuclear GR-EGFP -0.31, Dynein transport cell count 0.57, Insulin prom up cell count 1247, bCat nuc transl cell count 5 µM 1082, MT stabilize HCS Hoechst-high % 1.3, MT stabilize HCS cytotoxicity % 2.0 and Autophagy mod cell loss 18 h 26.
`Cc1cccc2cc(CN(CCN(C)C)C(=S)Nc3ccccc3)c(=O)[nH]c12` gave UTI89 phage lysis -0.6%, Autophagy mod inactive, ER stress rescue -0.8%, bCat nuc transl 0.9, P. falciparum M17LAP 3%, MT stabilize HCS 1.4, Dynein transport -0.11, Insulin prom up -0.35, M1AAP inhibition 2%, Dynein transport cytoplasmic EGFP -0.04, Dynein transport nuclear GR-EGFP 0.21, Dynein transport cell count -0.29, Insulin prom up cell count 1401, bCat nuc transl cell count 5 µM 1004, MT stabilize HCS Hoechst-high % 1.4, MT stabilize HCS cytotoxicity % 7.1 and Autophagy mod cell loss 18 h 5.
Screening CCC1ON(c2ccccc2)C2c3nc4ccccc4n3CC12 (stereo unspecified) returned UTI89 phage lysis 0.5%, bCat nuc transl -2.2, P. falciparum M17LAP 7%, Dynein transport 0.092, Insulin prom up 0, M1AAP inhibition 10%, Dynein transport cytoplasmic EGFP -0.76, Dynein transport nuclear GR-EGFP 0.16, Dynein transport cell count -0.13, Insulin prom up cell count 1077 and bCat nuc transl cell count 5 µM 1196.
`COc1cc(C)c(NC(=O)C(=S)N2CCCC2)cc1C` gave UTI89 phage lysis 0.5%, Autophagy mod inactive, ER stress rescue -0.7%, bCat nuc transl 1.5, P. falciparum M17LAP 1%, MT stabilize HCS 3.4, Dynein transport -0.55, Insulin prom up 0.05, M1AAP inhibition -1%, Dynein transport cytoplasmic EGFP -0.32, Dynein transport nuclear GR-EGFP 0.28, Dynein transport cell count 0.11, Insulin prom up cell count 1562, bCat nuc transl cell count 5 µM 863, MT stabilize HCS Hoechst-high % 1.7, MT stabilize HCS cytotoxicity % 8.2 and Autophagy mod cell loss 18 h -4.
For O=C(CN1CCOCC1)Nc1ncccn1 the results were UTI89 phage lysis 1.2%, Autophagy mod inactive, ER stress rescue -1.8%, bCat nuc transl -1.6, P. falciparum M17LAP 6%, MT stabilize HCS 0.8, Dynein transport -0.37, Insulin prom up 0.35, M1AAP inhibition -1%, Dynein transport cytoplasmic EGFP -0.1, Dynein transport nuclear GR-EGFP -0.23, Dynein transport cell count 0.73, Insulin prom up cell count 1016, bCat nuc transl cell count 5 µM 1202, MT stabilize HCS Hoechst-high % 1.3, MT stabilize HCS cytotoxicity % 7.6 and Autophagy mod cell loss 18 h 4.
Screening O=C(CSc1nc(O)c(C2CCCCC2)c(=O)[nH]1)Nc1ccc(Cl)cc1 returned UTI89 phage lysis 1.8%[50 µM], Autophagy mod inactive, ER stress rescue -1.9%, bCat nuc transl -1.4, P. falciparum M17LAP 30%, MT stabilize HCS 5.4, Dynein transport 0.052, Insulin prom up -0.5, M1AAP inhibition 5%, Dynein transport cytoplasmic EGFP -0.16, Dynein transport nuclear GR-EGFP 0.4, Dynein transport cell count -0.013, Insulin prom up cell count 1801, bCat nuc transl cell count 5 µM 1007, MT stabilize HCS Hoechst-high % 2.7, MT stabilize HCS cytotoxicity % 6.6 and Autophagy mod cell loss 18 h 2.
`S=C(c1ccccc1)N(c1ccccc1)c1ccccc1` gave UTI89 phage lysis 0.0%, Autophagy mod inactive, ER stress rescue -1.7%, bCat nuc transl -0.3, P. falciparum M17LAP 10%, MT stabilize HCS 1.4, Dynein transport -0.56, Insulin prom up 0.08, M1AAP inhibition 3%, Dynein transport cytoplasmic EGFP -0.2, Dynein transport nuclear GR-EGFP -0.43, Dynein transport cell count 0.83, Insulin prom up cell count 1357, bCat nuc transl cell count 5 µM 1320, MT stabilize HCS Hoechst-high % 1.3, MT stabilize HCS cytotoxicity % 6.0 and Autophagy mod cell loss 18 h 2.
`N#CC(C(=O)CCN1C(=O)C2CC=CCC2C1=O)c1nc2ccccc2[nH]1` (stereo unspecified) gave UTI89 phage lysis 0.8%, Autophagy mod inactive, ER stress rescue -2.5%, P. falciparum M17LAP -4%, MT stabilize HCS 2.7, Dynein transport 0.39, Insulin prom up 0.33, M1AAP inhibition 3%, Dynein transport cytoplasmic EGFP -0.26, Dynein transport nuclear GR-EGFP 0.19, Dynein transport cell count 1.2, Insulin prom up cell count 1227, MT stabilize HCS Hoechst-high % 1.9, MT stabilize HCS cytotoxicity % 23 and Autophagy mod cell loss 18 h -5.
For O=C1C2C3c4ccccc4C(c4ccccc43)C2c2nc3ccccc3n21 (stereo unspecified) the results were UTI89 phage lysis 0.6%, Autophagy mod inactive, ER stress rescue -0.9%, bCat nuc transl -0.8, P. falciparum M17LAP 5%, MT stabilize HCS 3.6, Dynein transport 0.35, Insulin prom up 0.31, M1AAP inhibition -2%, Dynein transport cytoplasmic EGFP -0.059, Dynein transport nuclear GR-EGFP -0.41, Dynein transport cell count 0.3, Insulin prom up cell count 1283, bCat nuc transl cell count 5 µM 1192, MT stabilize HCS Hoechst-high % 2.2, MT stabilize HCS cytotoxicity % 5.5 and Autophagy mod cell loss 18 h -2.
For Oc1c(C(Nc2nc3ccccc3s2)c2ccco2)ccc2cccnc12 (stereo unspecified) the results were UTI89 phage lysis 0.3%, Autophagy mod inactive, ER stress rescue 2.5%, bCat nuc transl 1.6, P. falciparum M17LAP 2%, MT stabilize HCS 24, Dynein transport 0.32, Insulin prom up -3.9, M1AAP inhibition 7%, Dynein transport cytoplasmic EGFP -0.1, Dynein transport nuclear GR-EGFP 0.34, Dynein transport cell count -0.81, Insulin prom up cell count 825, bCat nuc transl cell count 5 µM 943, MT stabilize HCS Hoechst-high % 0.5, MT stabilize HCS cytotoxicity % 46 and Autophagy mod cell loss 18 h 16.
Screening CCN(C(=O)Cc1cccs1)c1nnc(-c2cccnc2)s1 returned UTI89 phage lysis 12%, Autophagy mod inactive, ER stress rescue -4.2%, bCat nuc transl 5.7, P. falciparum M17LAP 10%, MT stabilize HCS 1.7, Dynein transport 0.095, Insulin prom up 1.5, M1AAP inhibition 4%, Dynein transport cytoplasmic EGFP -0.19, Dynein transport nuclear GR-EGFP -0.17, Dynein transport cell count 0.22, Insulin prom up cell count 1306, bCat nuc transl cell count 5 µM 1168, MT stabilize HCS Hoechst-high % 1.6, MT stabilize HCS cytotoxicity % 4.4 and Autophagy mod cell loss 18 h -3.
For COc1ccc(/C(N)=N/OC(=O)c2ccc(OC)c([N+](=O)[O-])c2)cc1OC the results were UTI89 phage lysis -0.1%, Autophagy mod inactive, ER stress rescue -0.2%, bCat nuc transl 5.3, P. falciparum M17LAP 1%, MT stabilize HCS 5.1, Dynein transport 0.23, Insulin prom up -0.17, M1AAP inhibition 8%, Dynein transport cytoplasmic EGFP -0.26, Dynein transport nuclear GR-EGFP 0.35, Dynein transport cell count -0.68, Insulin prom up cell count 1411, bCat nuc transl cell count 5 µM 970, MT stabilize HCS Hoechst-high % 2.7, MT stabilize HCS cytotoxicity % 7.1 and Autophagy mod cell loss 18 h 37.
`CC(CNCC1CCCO1)COc1ccccc1` (stereo unspecified) gave UTI89 phage lysis 0.5%, Autophagy mod inactive, ER stress rescue 0.1%, bCat nuc transl -6.6, P. falciparum M17LAP 8%, MT stabilize HCS 1.1, Dynein transport -0.07, M1AAP inhibition 7%, Dynein transport cytoplasmic EGFP -0.38, Dynein transport nuclear GR-EGFP 0.15, Dynein transport cell count 0.89, bCat nuc transl cell count 5 µM 996, MT stabilize HCS Hoechst-high % 1.6, MT stabilize HCS cytotoxicity % 5.0 and Autophagy mod cell loss 18 h 1.
